Assay outcomes deposited in PubChem by several laboratories.
RAM inhibit = blocks the yeast RAM network; inhibition, % at 50 µM; 1.8% of 190,000 active; S. cerevisiae dse1pr::URA3 reporter, 5-FOA growth OD615, 2 d; analog-sensitive cbk1-as2 kinase mutant strain;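 active = inhibition above a set limit, 3 SD over mean compound inhibition, cut at about 8.4% in these data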;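 note: 0% = DMSO-only wells with no growth and 100% = 10 µM 1-NA-PP1 full growth; inhibition rescues growth on 5-FOA so higher OD means more RAM inhibition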
TNAP act hiacc = activators of human TNAP at high phosphate acceptor concentration; purified TNAP, CDP-star luminescence, 1 M DEA, 30 min; stronger effect = higher value; 0 = EDTA background, 1 = DMSO-only activity; activation factor at 20 µM; 200,000 tested, under 10 active;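 active = activation factor at least 2 at 20 µM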
Target sequence (P05186 whole entry, looked up): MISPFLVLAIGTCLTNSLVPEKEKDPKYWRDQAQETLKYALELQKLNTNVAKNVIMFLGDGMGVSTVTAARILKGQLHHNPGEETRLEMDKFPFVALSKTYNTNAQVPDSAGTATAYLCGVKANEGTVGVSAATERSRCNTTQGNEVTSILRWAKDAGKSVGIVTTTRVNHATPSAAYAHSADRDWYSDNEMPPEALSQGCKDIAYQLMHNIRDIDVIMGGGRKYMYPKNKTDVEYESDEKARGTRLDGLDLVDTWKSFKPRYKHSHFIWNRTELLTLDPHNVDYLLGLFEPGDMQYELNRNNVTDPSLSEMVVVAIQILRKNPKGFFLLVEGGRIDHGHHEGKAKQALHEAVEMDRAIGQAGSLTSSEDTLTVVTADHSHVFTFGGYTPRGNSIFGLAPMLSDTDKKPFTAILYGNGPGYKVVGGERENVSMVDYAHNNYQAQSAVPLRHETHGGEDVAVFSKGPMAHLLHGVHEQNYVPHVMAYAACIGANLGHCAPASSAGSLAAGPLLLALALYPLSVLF
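Assay system: human TNAP; Input: enzyme diluted 1/800 final; Reagent: CDP-star luminogenic substrate at 100 µM final; Timing: 30 min, room temperature; Signal: luminescence; Evaluation: TNAP activation factor scaled between EDTA and DMSO control wells.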
TNAP inh hi DEA = blocks human TNAP under high phosphate acceptor concentration; P05186; purified TNAP, CDP-star luminescence, 1 M DEA; inhibition, % at 20 µM; 0.03% of 200,000 active;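 active = over 50% inhibition of tissue-nonspecific alkaline phosphatase at 20 µM in the single-dose screen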;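 note: plate controls were DMSO wells for no effect and EDTA-quenched wells as full inhibition for full effect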
bIAP act = intestinal alkaline phosphatase (bovine) activation; purified bovine IAP, CDP-star luminescence, 30 min; stronger effect = higher value; fold of DMSO-control signal, blank-subtracted; activation factor at 20 µM; 0.17% of 200,000 active;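 active = activation factor of 2 or more at 20 µM, a signal rise over negative controls twice the positive control's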
FLuc inh counter = counter-screen for luciferase assay inhibitors: firefly luciferase inhibition; P08659; ATPLite firefly luciferase biochemical luminescence, 10 min; inhibition, % at 10 µM; 1.5% of 200,000 active; AID 1006;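 active = inhibition above about 50% when tested at 10 µM, limit read from the data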
Target sequence (P08659 whole entry, looked up): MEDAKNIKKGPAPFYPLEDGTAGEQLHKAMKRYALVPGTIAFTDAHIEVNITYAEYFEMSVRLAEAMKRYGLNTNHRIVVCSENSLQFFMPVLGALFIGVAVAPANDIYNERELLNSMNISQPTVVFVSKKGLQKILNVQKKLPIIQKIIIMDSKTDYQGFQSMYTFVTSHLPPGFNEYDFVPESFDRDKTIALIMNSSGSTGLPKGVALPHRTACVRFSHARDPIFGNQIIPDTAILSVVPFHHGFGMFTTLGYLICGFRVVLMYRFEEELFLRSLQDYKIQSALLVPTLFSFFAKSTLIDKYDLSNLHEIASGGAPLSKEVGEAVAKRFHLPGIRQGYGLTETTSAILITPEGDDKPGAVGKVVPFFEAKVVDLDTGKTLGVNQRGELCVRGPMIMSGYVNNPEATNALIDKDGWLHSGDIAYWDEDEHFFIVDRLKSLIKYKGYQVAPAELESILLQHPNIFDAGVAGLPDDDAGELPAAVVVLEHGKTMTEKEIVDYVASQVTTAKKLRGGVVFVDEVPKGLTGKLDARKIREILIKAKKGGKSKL
bIAP inh = intestinal alkaline phosphatase (bovine) inhibition. 190,000 tested, under 10 active. purified bovine IAP, CDP-star luminescence, 30 min. AID 1019. inhibition, % at 20 µM;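 active = over 50% inhibition of intestinal alkaline phosphatase at 20 µM in the single-dose screen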
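test system = bovine IAP enzyme | medium = DEA buffer 100 mM, pH 9.8, with MgCl2 1.0 mM, ZnCl2 0.02 mM | detection = luminescence | dosing = single compound dose of 20 µM, 2% DMSO final | incubation = 30 min reaction at room temperature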
APP 5UTR inh = APP translation inhibition; SH-SY5Y APP 5'UTR-luciferase reporter, luminescence; inhibition, % at 2 µM; 0.82% of 190,000 active;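 active = inhibition above a set limit, derived from the sample mean plus 3 SD, cut at about 45% in these data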; note: values of inactives mirror those of a sister screen read the other way
FLuc act counter = firefly luciferase counter-screen for stimulation assays. ATPlite luciferase biochemical, luminescence, 10 min; 0 = ATP-free wells, 1 = DMSO control. AID 1027. 200,000 tested, under 10 active. activation factor at 10 µM. P08659;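 active = luciferase activation factor, scaled between plate controls, of at least 2 with compound at 10 µM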
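System: cell-free luciferase reagent; medium: PBS as buffer for the ATP substrate; doses: test compounds dosed from 2 mM stocks in 100% DMSO; incubation: 10 min, room temperature; measured by: luminescence from luciferase reaction; read-out: luciferase activation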
Lmaj promast = reduces viability of Leishmania major promastigotes; inhibition, % at 10 µM; 9% of 200,000 active; resazurin fluorescence viability; in the data active = inhibition above about 50%;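 note: promastigotes grown with compound for 44 hours at 28 °C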
TNAP inh noacc = TNAP (human) inhibition, acceptor-free conditions | AID 1012 | purified TNAP, CDP-star luminescence, 30 min | 0.26% of 200,000 active | inhibition, % at 20 µM;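 active = tissue-nonspecific alkaline phosphatase inhibition above about 50% at 20 µM in the single-dose screen, limit read from the data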;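 note: 0% = DMSO negative control and 100% = EDTA positive control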
* hit, by the source's call; · = not tested or not shown.

entry	Compound	RAM inhibit	TNAP act hiacc	TNAP inh hi DEA	bIAP act	FLuc inh counter	bIAP inh	APP 5UTR inh	FLuc act counter	Lmaj promast	TNAP inh noacc
1	COc1cc(/C=N/NC(=O)CCC(=O)Nc2ccc(C)cc2)ccc1O	3.9	1	-4	1.2	8	-24	-22	0.9	16	-12
2	CC(C)(C)NC(=O)COc1ccc(CNCCc2ccccc2)cc1	2.5	1	-5	1.1	-1	-9	-14	1	87*	-10
3	O=C(CN1C(=O)NC2NC(=O)NC21)NN=C1CCCC1 (stereo not given)	1.8	1	-4	1.1	-7	-6	-18	1.1	-5	6
4	CCOc1ccc(C(C)NC(=O)C2CCC2)cc1 (stereo not given)	-0.7	1.1	-6	1	0	5	2	1	0	-18
5	Cc1ccc(-n2nc(C)c3c2OC(N)=C(C#N)C3c2ccco2)cc1 (stereo not given)	0.1	0.9	5	0.9	9	8	-6	0.9	-5	-5
6	O=C(C(Cc1ccccc1)n1cccc1)N1CCN(C2CCCCC2)CC1 (stereo not given)	0.0	1	-3	0.9	-6	9	-8	1.1	83*	-1
7	CCOc1ccc(-c2cc(CCCC(=O)Nc3cccc(OC)c3)no2)cc1	3.9	1	-1	0.8	-2	22	80*	1	-6	-11
8	CSc1ccccc1N1CCN(C(=O)Nc2ccc3c(c2)NC(=O)CO3)CC1	-0.7	1	-4	1.1	1	-12	-13	1	1	-6
9	Cc1ccc(C(=O)CSc2nnc(COc3cc(C)cc(C)c3)o2)cc1	12*	1	1	0.9	-5	9	-1	1	-2	-5
10	O=C(Nc1nc2ccccc2[nH]1)c1ccc(F)c(S(=O)(=O)N2CCOCC2)c1	5.2	1	2	0.6	13	41	-51	0.9	3	-8

Part of the list above in order of count of non-hydrogen atoms, rising:
entry	Compound	RAM inhibit	TNAP act hiacc	TNAP inh hi DEA	bIAP act	FLuc inh counter	bIAP inh	APP 5UTR inh	FLuc act counter	Lmaj promast	TNAP inh noacc
5	Cc1ccc(-n2nc(C)c3c2OC(N)=C(C#N)C3c2ccco2)cc1 (stereo not given)	0.1	0.9	5	0.9	9	8	-6	0.9	-5	-5
1	COc1cc(/C=N/NC(=O)CCC(=O)Nc2ccc(C)cc2)ccc1O	3.9	1	-4	1.2	8	-24	-22	0.9	16	-12
7	CCOc1ccc(-c2cc(CCCC(=O)Nc3cccc(OC)c3)no2)cc1	3.9	1	-1	0.8	-2	22	80*	1	-6	-11

(next part)
entry	Compound	RAM inhibit	TNAP act hiacc	TNAP inh hi DEA	bIAP act	FLuc inh counter	bIAP inh	APP 5UTR inh	FLuc act counter	Lmaj promast	TNAP inh noacc
11	Cc1nc2ccccc2n1CC(=O)NC(C)C1CC2CCC1C2 (stereo not given)	-0.2	1	-4	1.1	0	-8	-8	1	6	-8
12	Cc1cccc(Cn2c(NCCO)nc3c2c(=O)n(C)c(=O)n3C)c1	1.4	1.1	-7	1.1	3	-10	-9	1	1	-7
13	COc1ccc(NC(=O)NCc2ccccc2F)cc1OC	1.2	1	-4	1	-7	-3	-23	1.1	-4	-9
14	O=C(Nc1ccc(N2CCOCC2)cc1)c1cccc(S(=O)(=O)N2CCCCC2)c1	4.1	1.1	-6	0.9	0	11	2	1	98*	-9
15	CC1CCCN(c2nc3ccccc3nc2C(C#N)S(=O)(=O)c2ccccc2)C1 (stereo not given)	4.3	1	-3	1	-2	-1	-20	1	-5	-7
16	CCn1c(SCC(N)=O)nc2cc(S(=O)(=O)N3CCOCC3)ccc21	0.0	1	2	1	4	-1	-30	1	-5	-8
17	COc1ccc(C(CNC(=O)c2cccnc2SC)N2CCOCC2)cc1 (stereo not given)	-0.2	1	-3	1	-5	-1	-25	1.1	5	-15
18	O=C(NC1CCCCC1)N(CCN1CCOCC1)Cc1cc2cc3c(cc2[nH]c1=O)OCCO3	2.3	1.1	-7	1	-9	0	12	1.1	2	-9
19	CCCCOC(=O)Cn1c2ccc(OC)cc2c2nc3ccccc3nc21	2.6	1	-4	0.9	-1	8	-7	1	2	-6
20	O=C1C2CCCCC2C(=O)N1c1ccc(NC2CCN(Cc3ccccc3)CC2)c([N+](=O)[O-])c1 (stereo not given)	-0.9	0.9	12	0.9	6	8	-11	0.9	-5	17
21	CC(=O)Nc1ccccc1OCCOc1ccc(Br)cc1	3.6	1.1	-7	1.2	-2	-18	6	1	-5	-6
22	CC(=O)c1c(O)c2ccccc2n(C)c1=O	-0.5	1	-1	1	-5	2	-12	1	-4	-4
23	CC1=C(C(=O)NC2CCCCC2C)C2(CCC(C)CC2)OC1=O (stereo not given)	2.2	1.1	-6	0.9	-2	10	-12	1	16	-7
24	Cc1ccc(Nc2nc(CSc3nnc(-c4cccs4)o3)cs2)cc1	4.6	1	1	0.8	4	16	-9	1	-1	-4
25	COc1cc(CCNC(=O)c2cnn3ccccc23)cc(OC)c1OC	2.2	1.1	-8	1	-2	-3	-5	1	-5	-21
26	O=C(Cc1ccccc1)Nc1nc2ccccc2[nH]1	2.5	1	-1	1.1	4	-5	4	1	14	-16
27	COc1cc(C(=O)NC(=S)NC(C)C)cc(OC)c1OC	0.1	1	-3	0.9	-9	10	-19	1.1	0	1
28	Cc1ccc(/C=N/NC(=O)Cn2nccc2C)o1	2.6	1	0	1.1	-9	-9	-7	1.1	-5	-1
29	CCOc1ccc(NC(=O)[C@@H](NC(=O)c2ccccc2Br)C(C)C)cc1	0.8	1	-4	1	-1	4	-4	1	98*	-14
30	O=C1c2ccccc2C(=O)C1c1ccc(O)cc1	4.4	1	3	0.9	35	9	-48	0.6	0	-1
31	Cc1nc2cc(NC(=O)Nc3ccccc3Cl)ccc2n1C	1.0	1	-2	1.1	91*	-14	-193	0.1	14	2
32	COC(=O)C(O)(CC(=O)Nc1cc(Cl)ccc1Cl)C(F)(F)F (stereo not given)	0.2	1	-1	1	-3	5	2	1	-7	-8
33	CC(=O)Nc1ccc(OCC(O)CN2CCN(c3cccc(Cl)c3)CC2)cc1 (stereo not given)	0.3	1	-1	1.1	-7	-12	-6	1.1	0	-8
34	Cc1ccc(N2CC(C(=O)Nc3cccnc3)CC2=O)cc1 (stereo not given)	1.4	1	3	0.9	-7	9	1	1.1	-1	-9
35	Cc1nc2ccccc2n1CCC(=O)Nc1cccc(F)c1	1.1	1.1	-6	1	-3	3	10	1	-1	-12
36	O=C(CNC(=O)c1cccc(F)c1)N/N=C/c1cccc([N+](=O)[O-])c1	0.6	1.1	-5	0.8	-1	18	-5	1	81*	-6
37	CCN(CC)CCNC(=O)Cn1c(C)cc2ccccc2c1=O	3.5	1	-3	0.8	-7	15	8	1.1	-2	-9
38	O=C(Nc1ccc(N2CCCCC2)c(Cl)c1)c1cccnc1	2.1	1.1	-8	0.9	4	12	-38	1	13	-10
39	Cc1noc(-c2ccccc2OC(=O)c2ccccc2)n1	-0.1	1.1	-9	0.9	-5	9	1	1	-2	-22
40	Cc1ccc(NC2=NC(c3ccco3)n3c(nc(C)cc3=O)N2)c(C)c1 (stereo not given)	·	1.1	-5	1	-5	2	·	1.1	·	-8

Quoted from above, 12 compounds:
entry	Compound	RAM inhibit	TNAP act hiacc	TNAP inh hi DEA	bIAP act	FLuc inh counter	bIAP inh	APP 5UTR inh	FLuc act counter	Lmaj promast	TNAP inh noacc
27	COc1cc(C(=O)NC(=S)NC(C)C)cc(OC)c1OC	0.1	1	-3	0.9	-9	10	-19	1.1	0	1
28	Cc1ccc(/C=N/NC(=O)Cn2nccc2C)o1	2.6	1	0	1.1	-9	-9	-7	1.1	-5	-1
29	CCOc1ccc(NC(=O)[C@@H](NC(=O)c2ccccc2Br)C(C)C)cc1	0.8	1	-4	1	-1	4	-4	1	98*	-14
30	O=C1c2ccccc2C(=O)C1c1ccc(O)cc1	4.4	1	3	0.9	35	9	-48	0.6	0	-1
31	Cc1nc2cc(NC(=O)Nc3ccccc3Cl)ccc2n1C	1.0	1	-2	1.1	91*	-14	-193	0.1	14	2
32	COC(=O)C(O)(CC(=O)Nc1cc(Cl)ccc1Cl)C(F)(F)F (stereo not given)	0.2	1	-1	1	-3	5	2	1	-7	-8
33	CC(=O)Nc1ccc(OCC(O)CN2CCN(c3cccc(Cl)c3)CC2)cc1 (stereo not given)	0.3	1	-1	1.1	-7	-12	-6	1.1	0	-8
34	Cc1ccc(N2CC(C(=O)Nc3cccnc3)CC2=O)cc1 (stereo not given)	1.4	1	3	0.9	-7	9	1	1.1	-1	-9
35	Cc1nc2ccccc2n1CCC(=O)Nc1cccc(F)c1	1.1	1.1	-6	1	-3	3	10	1	-1	-12
36	O=C(CNC(=O)c1cccc(F)c1)N/N=C/c1cccc([N+](=O)[O-])c1	0.6	1.1	-5	0.8	-1	18	-5	1	81*	-6
37	CCN(CC)CCNC(=O)Cn1c(C)cc2ccccc2c1=O	3.5	1	-3	0.8	-7	15	8	1.1	-2	-9
38	O=C(Nc1ccc(N2CCCCC2)c(Cl)c1)c1cccnc1	2.1	1.1	-8	0.9	4	12	-38	1	13	-10

(further entries)
entry	Compound	RAM inhibit	TNAP act hiacc	TNAP inh hi DEA	bIAP act	FLuc inh counter	bIAP inh	APP 5UTR inh	FLuc act counter	Lmaj promast	TNAP inh noacc
41	CC(C)OCP(=O)(c1ccccc1)c1ccccc1	1.4	1.1	-6	0.9	-8	5	-15	1.1	-10	-14
42	COC(=O)c1cn(-c2ccccc2)nc1-c1ccccc1	0.3	1.1	-11	0.9	-5	7	9	1.1	5	-5
43	Cc1c(/C=C/C(=O)c2ccc(O)cc2)cnn1C	-0.1	1	2	1	58*	4	-79	0.4	5	-9
44	CCSC1=NC(=O)/C(=C2/C=Cc3ccccc3N2CC)S1	2.4	0.6	38	0.8	2	15	-4	1	2	16
45	COc1ccc(/C=N/n2c(C)nnc2C)c(OC)c1	0.8	1.1	-9	1	-3	-3	3	1	-3	-8
46	CC(Cc1ccccc1)C(=O)NCc1nc2ccccc2s1 (stereo not given)	-1.1	1.1	-7	1	-3	5	-6	1	15	-11
47	Cc1ccc(S(=O)(=O)N2CCOCC2)cc1NC(=O)CN1CCN(c2ccc(O)cc2)CC1	-0.4	1	-3	1	-3	-1	10	1	17	0
48	Cn1/c(=N/NC(=O)c2ccccc2Br)sc2ccccc21	0.8	0.9	6	1	43	-4	-38	0.6	2	-3
49	C=CCn1c(C)cc(C2=NNC(=Nc3ccc(C)cc3)SC2)c1C	1.8	1	-2	0.9	2	6	-14	1	-4	-10
50	CC(C)(C)NC(=O)COC(=O)CCC(=O)c1ccc(F)cc1	2.8	1.1	-5	1	-6	0	-16	1.1	-3	-10
